PPC-1+TRAIL kill: compounds killing PPC-1 cancer cells with TRAIL present, primary screen, TRAIL potentiator project, ATPLite luminescence, uHTS; PPC-1 cells + TRAIL, ATPLite viability luminescence; cell killing (% activity), % at 4 µM; 220,000 compounds, 0.41% hits; AID 1443, 2008;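 active = cell killing above 50% in the first pass at 4 µM, then a duplicate retest at 5 µM averaging 50% or more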;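 also: plate controls were cells with TRAIL plus DMSO for no effect and medium-only wells lacking cells for full effect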
p97 ATPase inh: inhibitors of human p97 ATPase, primary screen, biochemical. Transitional endoplasmic reticulum ATPase (Homo sapiens), P55072. recombinant p97 ATPase, Kinase-Glo ATP luminescence, 3 h. inhibition, % at 8 µM. 220,000 compounds, 0.42% hits; in the data active = inhibition above about 15%;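 also: 0% = DMSO vehicle and 100% = wells lacking enzyme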
p47phox inh: p47phox/p22phox peptide binding inhibitors, primary screen, biochemical, uHTS, NADPH oxidase regulatory subunit; Neutrophil cytosol factor 1 (Homo sapiens), P14598; fluorescence polarization, 2 h; inhibition, % at 24.7 µM; 220,000 compounds, 0.53% hits; AID 1274, 2008;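 active = inhibition above about 30%, limit read from the data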;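 also: 0% = p47phox with labelled peptide and 100% = labelled peptide alone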
Target sequence (P14598 whole entry, looked up): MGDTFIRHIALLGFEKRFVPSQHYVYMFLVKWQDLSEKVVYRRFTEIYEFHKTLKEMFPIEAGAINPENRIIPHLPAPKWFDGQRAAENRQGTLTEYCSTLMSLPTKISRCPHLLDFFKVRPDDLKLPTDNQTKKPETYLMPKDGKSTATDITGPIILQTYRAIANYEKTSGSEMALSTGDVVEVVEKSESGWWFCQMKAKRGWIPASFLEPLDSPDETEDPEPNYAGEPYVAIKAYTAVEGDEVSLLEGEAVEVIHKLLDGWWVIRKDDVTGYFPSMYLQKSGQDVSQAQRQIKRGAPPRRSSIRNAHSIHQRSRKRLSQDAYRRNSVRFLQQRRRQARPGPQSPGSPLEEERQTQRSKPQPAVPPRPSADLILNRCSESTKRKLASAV
TbHK1 inh: Trypanosoma brucei hexokinase 1 inhibitors, primary screen, biochemical, G6PDH-coupled NADH absorbance, MLSCN library; inhibition, % at 10 µM; recombinant TbHK1, G6PDH-coupled NADH A340; 220,000 compounds, 0.11% hits;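 active = inhibition of 50% or more in the single-dose primary screen; inactive = inhibition below 50%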
BaF3 tox: parental Ba/F3 cell viability inhibition, counter-screen for JAK2V617F inhibitor project, murine pro-B, CellTiter-Glo luminescence; CellTiter-Glo ATP luminescence; inhibition, % at 5.6 µM; 220,000 compounds, 1.1% hits; AID 1486, 2009;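 active = inhibition above a per-campaign cutoff, the mean inhibition of all tested compounds plus 3 SD, cut at about 27% in these data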;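 also: 0% = DMSO wells and 100% = JAK Inhibitor I control wells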
PGE2 EP2 inh: human EP2 receptor antagonists, primary screen, TR-FRET cAMP, C6 glioma cells; Prostaglandin E2 receptor EP2 subtype (Homo sapiens), P43116; C6 glioma cells expressing human EP2; cells stimulated with saturating PGE2; inhibition, % at 25 µM; 260,000 compounds, 0.52% hits;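 active = percent inhibition above 40 after rounding to a whole number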;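 also: rat C6 glioma host cells with rolipram phosphodiesterase inhibitor present; the protocol text gives 20 µM as final concentration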
Target sequence (P43116 whole entry, looked up): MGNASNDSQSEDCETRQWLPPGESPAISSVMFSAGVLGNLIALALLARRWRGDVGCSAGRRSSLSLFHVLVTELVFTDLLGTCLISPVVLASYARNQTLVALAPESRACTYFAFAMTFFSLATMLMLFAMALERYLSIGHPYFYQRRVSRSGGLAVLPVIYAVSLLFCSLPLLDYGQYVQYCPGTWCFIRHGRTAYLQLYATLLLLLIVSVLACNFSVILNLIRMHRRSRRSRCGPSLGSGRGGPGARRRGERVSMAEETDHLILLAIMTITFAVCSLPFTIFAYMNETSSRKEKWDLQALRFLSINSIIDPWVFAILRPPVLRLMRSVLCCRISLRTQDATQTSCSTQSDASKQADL
Furin inhibitor: human furin inhibitors, primary screen, biochemical, fluorescence intensity | 220,000 compounds, 0.061% hits | purified furin, fluorogenic substrate cleavage | P09958 | AID 463115, 2010 | inhibition, % at 30 µM; in the data active = inhibition above about 25%; also: inactives centre near -15
RBBP9 inh: human RBBP9 inhibitors, primary screen, biochemical, fluorescence polarization, FP-Rh probe, HTS; Serine hydrolase RBBP9 (Homo sapiens), O75884; recombinant RBBP9; inhibition, % at 7.94 µM; 220,000 compounds, 0.2% hits; AID 1515, 2009;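 active = inhibition above the campaign mean of all tested compounds plus 3 SD, cut at about 14% in these data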;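 also: plate controls were DMSO wells with RBBP9 for no effect and wells lacking RBBP9 protein for full effect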
Target sequence (O75884 whole entry, looked up): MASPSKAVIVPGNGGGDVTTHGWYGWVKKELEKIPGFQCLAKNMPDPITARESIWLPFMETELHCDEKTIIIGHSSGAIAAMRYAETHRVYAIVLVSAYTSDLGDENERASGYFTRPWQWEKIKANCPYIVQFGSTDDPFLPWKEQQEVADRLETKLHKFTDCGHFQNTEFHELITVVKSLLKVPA
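Assay system: recombinant human RBBP9; Reagent: Serine-hydrolase probe FP-Rh, 375 nM pre-mixing; Doses: 7.94 µM single dose, 0.794% DMSO; Incubation: 30 min then 45 min, 25 °C; Detection: fluorescence polarization (mP), excitation 525 nm, emission 598 nm; Evaluation: percent inhibition from mP, scaled between DMSO and no-protein wells.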
Ba/F3 V617F tox: reduced viability of JAK2V617F-dependent Ba/F3 cells, primary screen, JAK2V617F inhibitor project, cell-based, Ba/F3 EpoR-JAK2V617F, luminescence | ATP luminescence | inhibition, % at 5.6 µM | 220,000 compounds, 1.1% hits | AID 1446, 2008;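 active = inhibition above the campaign mean plus 3 SD over all tested compounds, cut at about 24% in these data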;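 also: cytokine-independent growth of Ba/F3 cells driven by EpoR plus mutant JAK2; 0% = DMSO-treated cells and 100% = JAK inhibitor I control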
* hit, by the source's call; nt = not tested or not shown; & = joins results of further samples; [ ] = remark or other dose. These rows are one share of the data, so the mix of outcomes need not match the whole.

molecule | PPC-1+TRAIL kill | p97 ATPase inh | p47phox inh | TbHK1 inh | BaF3 tox | PGE2 EP2 inh | Furin inhibitor | RBBP9 inh | Ba/F3 V617F tox
NNC(=O)CNC(=O)c1ccccc1F | 7 | -8 | -3 | -2 | 0 | 9 | -12[20 µM] | -7 | 2
COc1ccc(C(=O)CSc2nnc3ccc(-c4ccccn4)nn23)cc1 | 15 | 2 | -4 | -8 | 1 | 10 | -14 | -3 | -1
Cc1cccc(C)c1NC(=O)C1(N2C(=O)CC2c2ccccc2)CCCCC1 (stereo unspecified) | 4 | 4 | -33 | -4 | 6 | 3 | -24 | 7 | -4
CCOC(=O)c1c(NC(=O)CSc2nnc(-c3c[nH]c4ccccc34)n2CC)sc2c1CCCC2 | -7 | 6 | -7 | 3 | 0 | 9 | -16 | 4 | -3
COc1ccc(OCCOC(=O)Nc2ccccc2)cc1 | 10 | 0 | -17 | 7 | -2 | 1 | -15 | -6 | -4
CCCNC(=O)C(Cc1ccccc1)NS(=O)(=O)c1cccc2nsnc12 (stereo unspecified) | 32 | -3 | 0 | 30 | 4 | 2 | -8 | 2 | 4
CCOC(=O)c1c(-c2ccccc2)csc1NC(=O)CCN1C(=O)c2ccccc2C1=O | 13 | 5 | -12 | 0 | 3 | 8 | -20 | 2 | -1
COc1cc(O)c2c(c1)OC(C)(C)CC2=O | 18 | 1 | -6 | -4 | 2 | 12 | -18[20 µM] | -5 | 0
O=C(O)c1nccnc1C(=O)NCCc1c[nH]c2ccccc12 | 16 | 0 | 1 | -12 | 3 | 1 | -24 | -3 | -2
Cc1nnc(-n2ncc(C#N)c2N)c2nn(-c3ccccc3F)c(C)c12 | nt | -6 | nt | -1 | 0 | nt | -16[20 µM] | 1 | 1
CCc1ccc(-n2c(C)cc(/C=N/NC(=O)OC)c2C)cc1 | -12 | -1 | -21 | 28 | 8 | 7 | -1 | -2 | 3
O=C(CCl)Nc1ccc(Sc2ccc(NC(=O)CCl)cc2)cc1 | 21 | 11 | -10 | -9 | 7 | 8 | -9 | 1 | 39*
COc1ccc(N2CC(NC(=O)NCCC(C)C)CC2=O)cc1 (stereo unspecified) | 4 | -3 | -2 | 0 | 7 | 5 | -14 | -5 | 2
CC(NC(=O)C(=O)N/N=C\c1cccc([N+](=O)[O-])c1)c1ccccc1 (stereo unspecified) | 9 | -1 | -7 | 3 | 9 | 5 | -6 | -2 | 1
O=c1[nH]c(CSc2nnc(Cc3ccccc3)o2)nc2ccccc12 | -7 | 3 | -8 | -2 | 8 | 6 | -15 | -5 | 1
Nn1c(SCC(=O)Nc2ccc(F)cc2F)nnc1-c1cccnc1 | -31 | 0 | -7 | 10 | -1 | 6 | -16 | -4 | -2
COc1ccc(OC)c(Nc2cc(C)nc3ccccc23)c1 | 13 | 1 | -12 | -26 | 0 | 1&14 | -1 | -2 | 1
C=C(C)COc1ccc(-c2[nH]ncc2Oc2cccc(OC)c2)c(O)c1 | 10 | -2 | -5 | 18 | 2 | 19 | -13 | -10 | 2
O=C(COC(=O)Cn1cnc2ccccc21)NCCCc1ccccc1 | 36 | -2 | -5 | 2 | 2 | 12 | -2 | -3 | 1
Cc1nc2c(c(N3CCOCC3)n1)OCC(=O)N2 | -11 | 8 | 8 | -5 | -4 | 6 | -10 | -4 | -4

The closing 2 compounds of the part before come first, to join the parts:
molecule | PPC-1+TRAIL kill | p97 ATPase inh | p47phox inh | TbHK1 inh | BaF3 tox | PGE2 EP2 inh | Furin inhibitor | RBBP9 inh | Ba/F3 V617F tox
O=C(COC(=O)Cn1cnc2ccccc21)NCCCc1ccccc1 | 36 | -2 | -5 | 2 | 2 | 12 | -2 | -3 | 1
Cc1nc2c(c(N3CCOCC3)n1)OCC(=O)N2 | -11 | 8 | 8 | -5 | -4 | 6 | -10 | -4 | -4
Cc1c(C(=O)NCCSCc2c(Cl)cccc2Cl)cccc1[N+](=O)[O-] | -18 | -5 | 2 | -2 | 4 | 11 | -9 | -9 | 0
Cn1cc(SCC(=O)Nc2ccc3c(c2)OCCO3)c2ccccc21 | 0 | -4 | -9 | -1 | 10 | 13 | -10 | 5 | -1
COCCCNC(=O)CCSc1ccc(C)cc1 | -6 | -8 | 6 | -1 | 6 | 7 | -9 | -10 | 5
COCCCNC(=O)c1ccc(N2CCOCC2)c(NS(=O)(=O)c2ccc(OC)cc2)c1 | 14 | -6 | -9 | -3 | 7 | 15 | -23[20 µM] | -1 | 3
O=C(CSc1c[nH]c2ccccc12)N1CCOCC1 | -23 | 3 | -17 | 6 | 6 | 9 | -15 | -4 | 1
CCOc1ncccc1C(=O)OCC(=O)Nc1ccc(-c2nc3ccc(C)cc3s2)cc1 | 38 | 5 | -31 | -17 | 1 | 6 | -40 | -13 | -4
O=c1cc[nH]c2ccc([N+](=O)[O-])cc12 | 3 | 6 | 4 | -12 | -3 | 4 | -13 | -5 | -4
CCc1nnc(NC(=O)CSc2nnc(C3CCCCC3)n2-c2cccc(Cl)c2)s1 | 6 | 2 | -9 | -4 | 6 | 11 | 29*[20 µM] | -4 | 2
COc1ccccc1/C=C/C=N/NC(=O)CN1CCN(Cc2ccccc2)CC1 | 7 | 0 | -6 | -77 | -1 | 6 | -4 | 11 | -6
O=C1CSC(c2ccccc2[N+](=O)[O-])N1CCc1ccccc1 (stereo unspecified) | 21 | 1 | -3 | 0 | 3 | 6 | -7 | -4 | -2
COC(=O)c1ccc(CSc2ccccc2C)o1 | nt | 1 | -8 | 3 | -2 | 8 | -45 | -2 | -2
C=CCOC(=O)C1=C(C)NC(=O)NC1c1ccc(Cl)cc1 (stereo unspecified) | 13 | -8 | -14 | -1 | 6 | 10 | -17 | -11 | -2
Cc1csc(N(C)C(=O)CSc2nnc(COc3ccccc3C)o2)n1 | -21[5 µM] | 1 | -4 | -5 | 6 | 22 | -17[20 µM] | -11 | -1
COC(C(=O)Nc1ccc(S(=O)(=O)Nc2ccc(C)c(C)c2)cc1)c1ccccc1 (stereo unspecified) | 19 | 4 | -8 | 15 | 6 | 7 | -19 | -7 | -3
Cc1ccc(C2/C(=C(\O)c3c(C)nc4ccccn34)C(=O)C(=O)N2CCN(C)C)o1 (stereo unspecified) | -10 | 5 | 1 | -20 | -3 | 4 | -7 | -4 | -5
COC(=O)c1cc(C(=O)OC)[nH]n1 | 1 | 3 | 4 | -1 | 3 | -1 | -22 | 5 | 0
NC1=NC2(CCC(c3ccccc3)CC2)n2c(nc3ccccc32)N1 (stereo unspecified) | -13 | 4 | 3 | 7 | 3 | nt | -23 | -5 | -1
CCOC(=O)c1c(C)nn(-c2ncccc2NC(=O)NC(C)C)c1C | 18 | 6 | -12 | -5 | -3 | 13 | -15 | -4 | -3
CCOC(=O)CNC(=S)n1ncnc1N | 16 | 3 | -12 | -3 | 7 | 7 | -19 | 0 | -2
Cc1ccc(S(=O)(=O)NCC2CCC(C(=O)NCCCN3CCOCC3)CC2)cc1 (stereo unspecified) | 33 | -1 | -1 | -2 | 5 | 10 | -20[20 µM] | -2 | -6
O=C(CCc1ccccc1)Nc1ccc(N2CCOCC2)c(Cl)c1 | 19 | 0 | -2 | 7 | 2 | 19 | -17[20 µM] | 5 | -2
CCCOc1ccc(C(=O)NNC(=S)NC(=O)CC)cc1 | 21 | 4 | -5 | -6 | 1 | 7 | -5[20 µM] | -3 | 5
N#C/C=C(/N)N1CCN(c2ccc(Cl)c(Cl)c2)CC1 | -1 | 3 | -14 | 2 | 7 | 16 | -20[20 µM] | -8 | -1
CCN(CC)CCNC(=O)c1ccc2c(c1NCCO)C(=O)c1ccccc1C2=O | 33[5 µM] | 2 | 5 | -2 | 102* | 56* | -10 | -5 | 96*
Cn1c2c(c(=O)n(C)c1=O)C(NC(=O)C(C)(C)C)(C(F)(F)F)C(=O)N2 (stereo unspecified) | 14 | -3 | -8 | -6 | 0 | 10 | -15[20 µM] | -1 | 0
S=C(NCCc1ccccc1)N/N=C/c1ccc(Cl)cc1 | 4 | -8 | 4 | -13 | 7 | 7 | -12 | -17 | 1
CCOc1cc(NC(=S)NCCCN2CCOCC2)c(OCC)cc1NC(=O)C1CCCCC1 | -2 | -5 | -6 | -1 | 6 | 11 | -17 | -2 | 1
Cc1nc(C)c(C(=O)Nc2ccccc2-c2ccccc2)o1 | -5 | 3 | -3 | -1 | 3 | 7 | -13 | -6 | -4
O=C(Nn1c(O)c(C=C2N=c3ccccc3=N2)sc1=S)c1ccc(Cl)cc1 | 14 | 5 | 24 | -1 | 1 | nt | -18[20 µM] | 2 | -4
O=C(Cn1ncc2c(=O)oc3ccccc3c21)NCCN1CCN(c2ccccc2F)CC1 | 19 | 6 | -1 | -1 | 0 | 5 | -7 | 3 | -3
CC1OC(C)(C)OC1C1CNc2nc(NC(=O)C(C)(C)C)[nH]c(=O)c2N1C(=O)c1cccnc1 (stereo unspecified) | 25 | 4 | -24 | 8 | 8 | 6 | -17 | 0 | 0
CCOC1(C(F)(F)F)NC(=O)N(Cc2ccc(OC)cc2)C1=O (stereo unspecified) | -24 | 0 | 4 | 3 | -1 | 8 | -16 | -9 | -1
CC(C)CC(c1nnnn1Cc1ccccc1)N1CCC(C(N)=O)CC1 (stereo unspecified) | 6 | -4 | -23 | 0 | 2 | 6 | -10[20 µM] | -3 | 2
CC(=O)c1cccc(NC2c3ccccc3C(=O)N2Cc2ccc3c(c2)OCO3)c1 (stereo unspecified) | 21 | -1 | -7 | -4 | 6 | 10 | -14 | -11 | 1
COc1ccc(P(=O)(COc2ccc([N+](=O)[O-])cc2)c2ccc(OC)cc2)cc1 | -3 | -1 | -1 | -12 | 7 | 3 | -14 | 2 | -1
O=C(NNC(=O)c1ccncc1)c1ccncc1 | 2 | 4 | -13 | -20 | 5 | 7&-3 | -21[20 µM] | -10 | 0
Nc1nnc(CC(=O)N/N=C/c2cccc(OCCOc3ccccc3)c2)s1 | -4 | 3 | -9 | -4 | -1 | 13 | -13[20 µM] | -6 | -3
Cn1c(=O)[nH]c(=O)c2c1nc(SCCO)n2CC(O)COc1ccccc1 (stereo unspecified) | 4 | -3 | 1 | 7 | 10 | 7&4 | -22 | -2 | 0
CN(C)NC(=S)Nc1cccc(C(F)(F)F)c1 | 4 | 10 | -13 | -4 | -3 | 15 | -17 | -6 | -2
Cc1cccc(C(=O)Oc2ccccc2-c2nnco2)c1 | 13 | -1 | -17 | -4 | -2 | 8 | -16[20 µM] | 7 | -6
Cc1ccc(-n2nc(C)c(/C=N/NC(=O)c3cccnc3)c2Cl)cc1 | 24 | 2 | 9 | 28 | 0 | 6 | 1 | 0 | -4
